# CHRM1 agonist: agonists of human M1 muscarinic receptor; activation, % at 3 µM; P11229; AID 588814; CHO-K1 hM1, Fluo-8 calcium fluorescence, agonist mode; 0% DMSO, 100% acetylcholine EC100; 360,000 compounds, 0.33% hits;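 active = activation above the run's mean compound activation plus 3 SD, cut at about 16% in these data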;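 note: peak over basal fluorescence ratio within a 140 s kinetic read after compound addition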
# Target sequence (P11229 whole entry, looked up): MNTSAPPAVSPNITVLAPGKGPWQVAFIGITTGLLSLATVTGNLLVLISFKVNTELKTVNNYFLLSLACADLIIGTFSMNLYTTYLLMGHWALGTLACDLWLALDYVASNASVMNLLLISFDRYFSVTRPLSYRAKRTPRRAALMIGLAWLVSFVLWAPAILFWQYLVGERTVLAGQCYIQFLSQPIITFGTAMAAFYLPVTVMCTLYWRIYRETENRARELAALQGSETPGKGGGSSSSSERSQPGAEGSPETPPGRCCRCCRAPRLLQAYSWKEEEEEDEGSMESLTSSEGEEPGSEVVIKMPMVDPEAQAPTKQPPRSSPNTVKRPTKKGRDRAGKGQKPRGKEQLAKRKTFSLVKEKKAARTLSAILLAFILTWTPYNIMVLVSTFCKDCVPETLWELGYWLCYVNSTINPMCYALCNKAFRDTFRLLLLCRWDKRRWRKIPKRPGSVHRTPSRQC
# CHRM1 PAM: human CHRM1 positive allosteric modulation. P11229. CHO-K1 hM1, Fluo-8 calcium fluorescence, ACh EC20; 0% = ACh EC20, 100% = maximal ACh. activation, % at 3 µM. 360,000 compounds, 0.088% hits; in the data active = activation above about 19%, passing the limit was not always enough
# M1 antag: blocks human M1 muscarinic receptor. P11229. CHO-K1 hM1, Fluo-8 calcium fluorescence, ACh EC80 antagonist. inhibition, % at 3 µM. 360,000 compounds, 1.3% hits;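 active = percent inhibition above its own plate's cutoff, namely the mean of that plate's compound wells plus 3 SD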;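 note: peak over basal fluorescence ratio during 140 s after agonist addition; 0% = ACh EC80 plus DMSO and 100% = DMSO alone without agonist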
# M1 PAM parental: counter-screen for M1 PAMs: effect in parental CHO-K1 cells | AID 602247 | ATP EC20, Fluo-8 calcium fluorescence; 0% at ATP EC20, 100% at ATP max | 360,000 compounds, 0.02% hits | activation, % at 3 µM;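 active = activation above the run cutoff, the mean activation of all test compounds plus 3 SD, cut at about 40% in these data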;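 note: peak over basal fluorescence ratio in a 140 s read after ATP addition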
# CHO parental Ca: signal in parental CHO cells, OX1R antagonist counter-screen; 330,000 compounds, 0.63% hits; inhibition, % at 5.6 µM; parental CHO-K1, ATP-induced calcium, Fluo-8 fluorescence;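 active = inhibition above that plate's mean sample inhibition plus 3 SD, cut at about 26% in these data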;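 note: 0% = ATP-challenged DMSO wells and 100% = DMSO wells without ATP; some compounds past the cut are filed as inactive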
#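 Material: Parental CHO cells | Reagent: ATP | Compound dosing: Single nominal dose of 5.6 µM per compound | Detection: Intracellular calcium via Fluo-8 no-wash fluorescent dye | Read-out: % inhibition of ATP-induced calcium mobilization | Benchmarks: Low control ATP plus DMSO, high control DMSO only | Replicates: Singlicate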
# TAAR1 agonist: human TAAR1 agonism | activation, % at 3 µM | 360,000 compounds, 0.99% hits | CHO RD-HGA16 TAAR1, Fluo-8 calcium fluorescence; vehicle wells 0%, saturating PEA agonist 100%;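 active = activation above the mean activation of all test compounds in the run plus 3 SD, cut at about 38% in these data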
# Target sequence (Q96RJ0 whole entry, looked up): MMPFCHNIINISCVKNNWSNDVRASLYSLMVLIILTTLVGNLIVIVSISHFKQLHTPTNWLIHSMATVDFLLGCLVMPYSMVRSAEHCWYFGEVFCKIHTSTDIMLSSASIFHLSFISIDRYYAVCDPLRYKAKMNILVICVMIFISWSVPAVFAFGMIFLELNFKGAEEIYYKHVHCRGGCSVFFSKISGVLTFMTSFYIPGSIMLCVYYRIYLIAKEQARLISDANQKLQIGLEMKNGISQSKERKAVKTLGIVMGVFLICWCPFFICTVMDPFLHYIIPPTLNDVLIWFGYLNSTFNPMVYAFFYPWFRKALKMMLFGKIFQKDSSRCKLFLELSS
#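 Repeats: no replicates (n 1) | Material: CHO-derived RD-HGA16 cells with stable Gα16 and human TAAR1 | Technique: Kinetic Fluo-8 calcium fluorescence | Schedule: 17-24 h seeding, 75 min 37 °C dye, 30 min RT | Evaluation: % activation from peak over basal fluorescence ratio, DMSO-to-PEA scaled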
# M1 ag parental: M1 agonist counterscreen hit in parental CHO-K1 cells. AID 602248. activation, % at 3 µM. 360,000 compounds, 0.48% hits. Fluo-8 calcium fluorescence; scaled to maximal ATP response, vehicle zero; in the data active = activation above about 15%;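 note: untransfected CHO-K1 host cells lacking M1 receptor as counterscreen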
# TAAR1 antagonist: antagonists of human TAAR1 | inhibition, % at 3 µM | 360,000 compounds, 1.5% hits | Q96RJ0 | CHO RD-HGA16 TAAR1, Fluo-8 calcium fluorescence, antagonist;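 active = inhibition above a per-plate cutoff, the mean inhibition of test compounds on that plate plus 3 SD, cut at about 49% in these data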;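 note: 0% = DMSO plus EC80 beta-PEA response and 100% = DMSO alone without agonist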
#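 Test system: RD-HGA16 CHO cells with stable hTAAR1 and Gα16 / Probe or stimulus: EC80 β-phenethylamine stimulus / Times: seeding 17-24 h prior, 75-min 37 °C, 30-min RT dye loading / Detection: Fluo-8 calcium-sensitive fluorescence / Read-out basis: % inhibition scaled between DMSO and EC80 PEA controls / Repeats: singlicate, one well per test compound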
# CHO-K1 Ca antag: nonselective inhibitor or artifact in parental CHO-K1 cells. 360,000 compounds, 0.6% hits. ATP-induced calcium, Fluo-8 fluorescence. inhibition, % at 3 µM;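 active = inhibition above a per-plate cutoff, the plate's mean sample inhibition plus 3 SD, cut at about 24% in these data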;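 note: 0% = DMSO plus EC80 ATP and 100% = DMSO alone without ATP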
# Starred values were filed as active, the others as inactive; / = not tested or not shown.
SMILES,CHRM1 agonist,CHRM1 PAM,M1 antag,M1 PAM parental,CHO parental Ca,TAAR1 agonist,M1 ag parental,TAAR1 antagonist,CHO-K1 Ca antag
CC[C@]12C(=O)N(C)C[C@H]([C@@H]3C(=O)N(C)C(=O)[C@@H]31)N2C(=O)c1ccc(C(C)(C)C)cc1,-3,2,0,-6,/,4,0.8,20,-3
O=C(N/C=C/n1cnc2cc(C(F)(F)F)ccc21)c1ccccc1,-2,1,1,-5,51*,-1,0.7,1,-7
CC(C)OC(=O)c1ccc(NC(=O)CSc2nc3ncccc3[nH]2)cc1,-1,-7,3,4,-9,11,7.9,19,-3
COc1cc2c(cc1OC)C1(Nc3c-2c(-c2ccccc2)nn3-c2ccccc2)C(=O)Nc2ccccc21 (stereo not drawn),-3,-1,-3,15,-16,6,0.0,4,3
O=C(NNC(=S)Nc1ccccc1C(F)(F)F)c1ccc(Br)o1,-4,-1,3,-12,-7,13,2.2,1,-9
CCN1C(=O)[C@H]2[C@@H](c3ccc(-c4ccc(OC)cc4)cc3)N3CCCC[C@@]3(C(=O)OC)[C@H]2C1=O,-1,7,-2,12,-34,9,0.2,1,-18
CC1CCCCC1NC(=O)CN1C(=O)c2ccccc2S1(=O)=O (stereo not drawn),-3,-2,5,-8,-16,1,0.8,-1,-2
COc1cc(-c2nc(-c3ccc(Br)o3)no2)cc(OC)c1OC,-4,3,-7,15,-9,-1,-0.2,-27,-6
CCCCn1c(N)c(N(CCOC)C(=O)C2CCN(C(=O)c3ccc(F)cc3)CC2)c(=O)[nH]c1=O,-1,6,-8,12,-3,0,2.3,-4,2
S=c1[nH]cc(-c2ccc(Cl)cc2)n1Cc1ccccc1,-6,-5,3,10,93*,1,4.3,-29,-22
Cc1cc(C)c(NC(=O)CN(C)C(=O)CNC(=O)c2cccs2)c(C)c1,-1,13,-12,-14,-5,6,-0.1,-16,-10
CSc1ncccc1C(=O)OCC(=O)N(C)Cc1ccc(C)cc1,-4,4,-6,16,/,-1,1.0,-8,-14
CCC1([N+](=O)[O-])COC(c2ccc(C(C)C)cc2)OC1 (stereo not drawn),-5,-6,5,9,/,-2,-0.1,1,0
O=C(NCC1CC1)c1cc(-c2ccccc2)nn1CC1CC(c2cccnc2)=NO1 (stereo not drawn),0,7,-9,16,-11,9,2.1,30,-11
COC(=O)c1cc2c(n(Cc3ccccc3)c1=O)CCCC2=O,-9,4,-8,30,/,-1,0.9,2,-20
Cc1cc(/C=C2\SC(N)=NC2=O)c(C)n1-c1ccc(F)cc1,-2,2,4,-11,-3,4,-0.4,5,17
Cc1ccc(S(=O)(=O)NNC(=S)Nc2cccc(C)c2C)cc1,-2,11,-13,21,-1,8,0.9,-9,-13
O=C(CSc1cccc[n+]1[O-])Nc1cccc(Oc2ccccc2)c1,-4,1,9,0,-15,3,5.8,-12,-5
CCOC(=O)C1=C(c2ccccc2)NC(=O)NC1c1ccc(OC)c(OC)c1 (stereo not drawn),-7,13,-8,14,-6,17,0.1,-7,-13
CCOC(=O)c1cnc2oc3ccccc3n2c1=O,-2,4,2,25,6,-1,1.1,-9,-15
COc1ccc(NC2=C(C(C)=O)C(c3ccccc3)C(C(C)=O)C(C)(O)C2)cc1 (stereo not drawn),-6,0,-5,17,-7,4,0.9,-2,-10
CC(C)CC(=O)NC(=S)Nc1ccc(N2CCCC2)c(Cl)c1,-6,-9,8,8,-17,-1,2.5,4,-6
CCc1noc(C)c1C(=O)Nc1cc(C(F)(F)F)ccc1-n1cncn1,-2,6,-10,9,-13,-1,0.2,12,-9
O=C(c1cc(S(=O)(=O)NCc2ccco2)ccc1Br)N1CCOCC1,-4,2,2,3,-7,2,0.1,-8,2
O=C(CSc1nc2ccccc2n1Cc1ccc(Cl)cc1)N/N=C/c1ccc(C(=O)O)cc1,-7,4,-2,6,-14,11,-0.4,-3,0
O=C(CCSCCc1ccccn1)Nc1ccc(Cl)cn1,-3,-2,3,0,-9,11,0.7,15,-11
COc1cc(C2C(C#N)=C(N)OC3=C2C(=O)CCC3)c([N+](=O)[O-])cc1OC (stereo not drawn),-1,9,-8,13,-3,7,1.4,4,-8
CC(C)CCNC(=O)C1CCN(S(=O)(=O)c2ccc(-n3cnnn3)cc2)CC1,-1,11,-5,-2,-9,1,0.8,10,-2
CC1CC2(CC(C)(C(=O)CSc3nc4ccccc4s3)OC2=O)C(=O)O1 (stereo not drawn),-5,2,-3,31,-19,17,6.2,1,-11
COc1ccccc1-n1cc(C(=O)N2CCCC(CO)(Cc3ccccc3C)C2)cn1 (stereo not drawn),-8,3,-8,15,-18,9,3.5,26,-3
C#CCNC(=O)C[C@@H]1C[C@@]2(C(=O)OCC)CCC=C2N(Cc2ccc3c(c2)OCO3)C1=O,/,/,/,-1,/,3,0.1,-24,-6
CC1CCc2c(C(=O)Nc3ccc(OC(F)(F)F)cc3)csc2C1 (stereo not drawn),-8,-20,10,7,-13,3,0.5,36,0
O=C(COC(=O)CSc1ccc(Cl)cc1)Nc1ccc2[nH]c(=O)[nH]c2c1,1,7,-10,3,2,1,1.7,-3,-7
COc1ccc(-c2cc(C(=O)NCc3ccco3)no2)cc1OC,1,4,-1,-1,-13,9,0.2,-17,1
N#Cc1ccccc1COC(=O)c1cc(S(=O)(=O)N2CCOCC2)ccc1F,-2,7,-9,24,/,2,3.4,4,-15
COc1ccc(CC(=O)Nc2ccc(C)cc2O)cc1S(=O)(=O)N1CCOCC1,-1,-7,15,-19,0,2,0.3,-10,11
COc1ccc(-n2cc(-c3ccccc3)c3c(N4CCN(CCO)CC4)ncnc32)cc1,-2,-2,6,15,-20,/,4.6,/,-10
Cn1c2ccccc2c2nnc(SCc3ccc4nonc4c3)nc21,-2,3,2,6,-12,0,-0.2,2,11
CC(C)CCNC(=O)CCCOc1cc(=O)n(C)c2ccccc12,-6,-1,1,5,-20,18,0.2,2,-10
COc1ccc(/C=N/Nc2ccccc2C(=O)O)cc1Cn1cc([N+](=O)[O-])cn1,-5,6,-2,15,-9,-1,0.3,-7,0

# 4 compounds from above with just CHO parental Ca.
structure,CHO parental Ca
Cn1c2ccccc2c2nnc(SCc3ccc4nonc4c3)nc21,-12
O=C(c1cc(S(=O)(=O)NCc2ccco2)ccc1Br)N1CCOCC1,-7
COc1ccccc1-n1cc(C(=O)N2CCCC(CO)(Cc3ccccc3C)C2)cn1 (stereo not drawn),-18
COc1ccc(CC(=O)Nc2ccc(C)cc2O)cc1S(=O)(=O)N1CCOCC1,0

# (listing goes on)
SMILES,CHRM1 agonist,CHRM1 PAM,M1 antag,M1 PAM parental,CHO parental Ca,TAAR1 agonist,M1 ag parental,TAAR1 antagonist,CHO-K1 Ca antag
COc1ccc(/C=C2/Sc3ccc(C(=O)NCCCN4CCOCC4)cc3NC2=O)cc1OC,-4,-1,1,-2,-22,1,0.6,-22,-11
c1ccc2c(c1)CCN(CCCNc1nc3ccccc3n3cnnc13)C2,-10,-1,-1,13,/,0,0.1,-7,15
CCN(CC(=O)N1CCC(C)CC1)S(=O)(=O)c1ccc(C)cc1,-2,2,-8,14,-3,0,3.2,-16,-16
O=C(N/N=C/c1ccc(OC(=O)c2ccc([N+](=O)[O-])cc2)cc1)c1cccnc1,-1,2,-4,-3,-7,5,1.0,10,-2
Nc1ccc2oc(-c3ccccc3Cl)nc2c1,-6,9,-8,15,-3,0,-0.1,2,-7
CCc1ccc2[nH]c(=O)c(C(c3nnnn3Cc3ccccc3)N3CCOCC3)cc2c1 (stereo not drawn),-4,8,-8,16,-18,23,0.9,-2,-4
Cc1ccc(S(=O)(=O)NC(=O)NC2=NC(C)(C)N(c3ccc(Cl)c(Cl)c3)C(N)=N2)cc1,-11,7,-12,4,/,3,-0.2,-9,1
COc1ccc(NC(=O)CC(C)c2ccccc2)cc1S(=O)(=O)N1CCOCC1 (stereo not drawn),0,-2,3,11,-16,10,2.1,-10,-22
Cc1cc2cc(CN(Cc3ccc4c(c3)OCO4)C(=O)c3cnccn3)c3nnnn3c2cc1C,-3,11,-15,21,-1,1,0.7,-11,-32
O=C(CNC(=O)c1cccc(OC(F)F)c1)OCc1cc(=O)n2cc(Br)ccc2n1,-3,11,-6,-9,-21,2,0.1,-4,-4
Cc1cccc(C(=O)Nc2nnc(S(=O)(=O)N3CCCCCC3)s2)c1,0,2,-7,15,1,1,1.0,-3,-11
Fc1ccc(-c2ccc3nccn3c2)cc1Cl,-6,-11,7,10,/,-1,2.9,-27,-7
COc1ccc(NC(=O)C2(C)CCN2Cc2ccc3ccccc3c2)cc1OC (stereo not drawn),-5,-4,-6,16,/,3,3.5,2,-21
COc1cc(C(=O)NC(=S)Nc2nc(-c3ccc(F)cc3)cs2)cc(OC)c1OC,-2,-1,-1,-13,-17,6,-0.3,-26,4
CCOC(=O)N1CCN(S(=O)(=O)c2ccc3c(c2)SCC(=O)N3)CC1,-2,5,1,15,-7,8,11,16,1
O=C(COC(=O)CCC1CCCC1)Nc1ccc(F)cc1Cl,-4,15,-14,12,-4,-1,-0.1,3,-15
C=CCOc1cccc(CNCc2ccncc2)c1,-5,4,-3,3,/,4,1.9,-8,0
Cc1cc(C)n(S(=O)(=O)c2ccc(Cl)c(Cl)c2Cl)n1,-5,1,8,9,-14,12,0.1,-12,-5
N#Cc1cccc(NC(=O)COC(=O)Cn2nc(-c3ccccc3)oc2=O)c1,-3,4,0,-7,-4,3,0.0,4,-16
CCOC(=O)c1oc2ccccc2c1COC(=O)CNC(=O)c1ccccc1OC,-5,-2,-1,2,-19,4,2.6,15,-4
CC(=O)Nc1cc(C(=O)OCC(=O)c2ccc(Cl)cc2Cl)ccc1C,-4,11,-11,21,-10,13,1.9,10,-6
c1ccc(C2OCCN2c2ccccc2)cc1 (stereo not drawn),1,9,-10,-9,/,0,5.4,5,6
O=c1cc(CSc2ccccn2)nc(N2CCN(c3ccccc3)CC2)[nH]1,-1,8,-6,-2,0,17,0.2,-30,-7
CN(C1CCCCC1)S(=O)(=O)c1ccc(NC(=O)c2ccc(Br)o2)cc1,-3,-8,-12,-5,-24,15,0.7,63*,0
Cn1cccc1/C=N/n1cnnc1,-2,6,-7,6,-10,7,0.2,2,-1
CC(=O)NS(=O)(=O)c1ccc(N/C(N)=N/c2nc(C)cc(C)n2)cc1,-4,-7,8,13,-6,2,-0.2,-28,-12
CCC1(c2ccccc2)NC(=O)N(CC(=O)Nc2cc(S(=O)(=O)N3CCCCCC3)ccc2OC)C1=O (stereo not drawn),0,-6,32*,0,27,15,8.8,70*,21

# Screening data (PubChem)
